Assay outcomes (PubChem BioAssay)
mIAP act – mouse IAP activation | activation factor at 10 µM | AID 2805 | 330,000 tested, 0.24% active | muIAP, CDP-Star luminescence, 30 min; stronger effect = higher value; 1 = vehicle-only enzyme signal, 0 = enzyme-free wells;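 active = activation factor of at least 2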; note: the source names both 10 and 20 µM as test concentration; values of inactives mirror those of a sister screen read the other way
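System: mouse IAP enzyme. Reagent: CDP-Star chemiluminescent phosphatase substrate. Benchmarks: DMSO wells, no-enzyme wells. Times: 30 min enzyme-substrate-compound incubation at room temperature. Detection: luminescence from enzymatic CDP-Star hydrolysis. Doses: test compounds delivered from DMSO solution.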
mIAP block – blocks mouse intestinal alkaline phosphatase | inhibition, % at 10 µM | purified mouse IAP, CDP-Star luminescence, 30 min | 330,000 tested, 0.2% active;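 active = inhibition of at least 40% at 10 µM in the primary screen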;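 note: plate controls were DMSO with enzyme for no effect and no enzyme wells for full effect; values of inactives mirror those of a sister screen read the other way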
hIAP block – human IAP inhibition; inhibition, % at 10 µM; purified IAP, CDP-Star luminescence, 30 min; 330,000 tested, 0.12% active; AID 2544; P09923;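 active = inhibition reaching a set limit with compound at 10 µM in the primary screen, cut at about 35% in these data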;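 note: plate controls were DMSO wells with enzyme for no effect and no-enzyme buffer wells for full effect; values of inactives mirror those of a sister screen read the other way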
Target sequence (P09923 whole entry, looked up): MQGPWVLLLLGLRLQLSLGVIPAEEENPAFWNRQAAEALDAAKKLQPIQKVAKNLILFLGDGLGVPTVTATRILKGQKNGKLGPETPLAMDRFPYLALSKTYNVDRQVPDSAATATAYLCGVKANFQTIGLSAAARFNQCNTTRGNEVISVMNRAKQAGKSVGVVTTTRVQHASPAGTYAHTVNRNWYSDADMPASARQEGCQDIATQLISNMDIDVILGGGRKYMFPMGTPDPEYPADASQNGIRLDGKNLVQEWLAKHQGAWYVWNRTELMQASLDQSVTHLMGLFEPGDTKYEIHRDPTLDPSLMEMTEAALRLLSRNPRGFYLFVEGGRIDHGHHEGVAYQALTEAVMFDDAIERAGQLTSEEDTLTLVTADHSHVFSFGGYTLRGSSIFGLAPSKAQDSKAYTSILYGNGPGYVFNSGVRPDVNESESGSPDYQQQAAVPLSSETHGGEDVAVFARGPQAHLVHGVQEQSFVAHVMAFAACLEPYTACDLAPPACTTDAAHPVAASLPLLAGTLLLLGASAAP
hIAP activ – increases human intestinal alkaline phosphatase activity; 330,000 tested, 0.16% active; purified human IAP, CDP-Star luminescence, 30 min; stronger effect = higher value; 1 = vehicle-only enzyme, 0 = enzyme-free background; AID 2524; P09923; activation factor at 10 µM;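 active = activation factor of the enzyme at least 2-fold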; note: the source names both 10 and 20 µM as test concentration; values of inactives mirror those of a sister screen read the other way
TIM10 inh – inhibits growth of TIM10 yeast strain | S. cerevisiae TIM10 strain growth, BacTiter-Glo luminescence, 24 h | AID 463195 | inhibition, % at 10 µM | 330,000 tested, 1.4% active;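 active = inhibition of 40% or more at the single tested concentration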;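 note: wild-type TIM10 isogenic control strain grown at permissive 25 °C; 0% = DMSO yeast wells and 100% = minimal medium wells without yeast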
ATG4B inhibitor – blocks human ATG4B protease cleavage of LC3 substrate. AID 504462. 340,000 tested, 0.51% active. ATG4B cleavage of LC3-PLA2, NBD-HPC fluorescence, 1 h. Q9Y4P1. inhibition, % at 8.33 µM; in the data active = inhibition above about 40%
Target sequence (Q9Y4P1 whole entry, looked up): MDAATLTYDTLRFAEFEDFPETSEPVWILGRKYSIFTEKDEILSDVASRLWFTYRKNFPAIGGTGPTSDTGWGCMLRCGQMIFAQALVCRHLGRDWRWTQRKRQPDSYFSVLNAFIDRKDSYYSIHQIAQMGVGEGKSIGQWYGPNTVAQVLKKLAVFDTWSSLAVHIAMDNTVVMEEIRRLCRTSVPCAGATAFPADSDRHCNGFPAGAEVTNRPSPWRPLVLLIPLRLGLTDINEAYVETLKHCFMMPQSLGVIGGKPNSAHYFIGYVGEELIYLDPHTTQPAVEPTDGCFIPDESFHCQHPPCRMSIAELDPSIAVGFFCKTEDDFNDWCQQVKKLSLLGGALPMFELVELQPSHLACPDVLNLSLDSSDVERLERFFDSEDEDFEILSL
NLRP3 yeast inh – inhibitors of NALP3 inflammasome in yeast. AID 2825. 330,000 tested, 0.39% active. Yeast reconstituted NLRP3/ASC/caspase-1, beta-gal luminescence, 24 h. inhibition, % at 10 µM;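 active = inhibition of 50% or more; inactive = inhibition below 50%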;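 note: plate controls were induced DMSO wells for no effect and uninduced yeast grown without galactose for full effect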
Apaf1 inhib – human Apaf-1 inhibition; reconstituted apoptosome caspase-3 activity, DEVD-Rh110 fluorescence; inhibition, % at 20 µM; 330,000 tested, 0.71% active; AID 489030; active = inhibition of at least 40% at 20 µM;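 note: plate controls were DMSO wells for no effect and DEVD-CHO caspase inhibitor wells for full effect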
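System – cell-free apoptosome with Apaf-1, procaspase-3 and caspase-9 · Buffer or medium – pH 7.5 Hepes buffer with CHAPS, BSA, DTT · Also added – cytochrome c with DEVD-Rh110 · Times – 30 min compound preincubation, 50 min activation, room temperature · Technique – Rh110 fluorescence intensity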
tim10-1 inh – tim10-1 yeast growth inhibition; 330,000 tested, 2.2% active; AID 463190; inhibition, % at 20 µM; S. cerevisiae tim10-1 ts strain growth, BacTiter-Glo, 24 h;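 active = inhibition of at least 40%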;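 note: mutant grown at 25 °C; 0% = DMSO wells with yeast and 100% = wells holding no yeast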
Numbers without * were called inactive.

SMILES	mIAP act	mIAP block	hIAP block	hIAP activ	TIM10 inh	ATG4B inhibitor	NLRP3 yeast inh	Apaf1 inhib	tim10-1 inh
Cc1nn(CCc2nc(-c3ccco3)cs2)c2[nH]c(=O)cc(C(F)(F)F)c12	0.8	20	8	0.92	10	19	14	13	-19
COc1ccc(N2CC(C)Cn3c2nc2c3c(=O)n(Cc3ccc(F)cc3)c(=O)n2C)c(OC)c1 (stereo not given)	0.9	10	3	0.97	22	10	6	27	22
Cc1sc(NC(=O)CSc2nnc(N)s2)c(C#N)c1C	1	-4	3	0.97	-10	4	-2	2	6
O=C1CC(N2CCSCC2)C(=O)N1c1cccc(Br)c1 (stereo not given)	0.99	1	0	1	11	2	21	-6	21
O=C1Nc2ccc([N+](=O)[O-])cc2OC1CCN1CCN(Cc2ccccc2)CC1 (stereo not given)	0.95	5	6	0.94	7	-6	1	5	12
Cc1ccc2oc(C(=O)N(Cc3nccn3C)C(C)C)c(C)c2c1	1	-3	-10	1.1	2	-7	18	-3	-5
CN(CC(=O)Nc1cccc(F)c1)C(=O)c1cn2ccccc2n1	1.1	-9	3	0.97	14	-30	-1	-12	7
O=C(O)c1cccc2c1C(=O)c1ccc(N3CCCCC3)cc1S2(=O)=O	0.92	8	15	0.85	-3	-1	13	-4	9
O=C(Nc1ccc(N2CCOCC2)cc1)c1cccc(S(=O)(=O)N2CCOCC2)c1	0.99	1	-8	1.1	6	-6	9	5	-5
CC(=O)N(C)c1ccc(C(O)(C(F)(F)F)C(F)(F)F)cc1	1	0	-4	1	9	-1	20	-15	7
CC(NC(=O)CN1C(=O)NC2(CCCCCC2)C1=O)c1ccccc1Cl (stereo not given)	1	-3	-12	1.1	15	-3	17	4	9
O=C(Cn1cncn1)c1ccc(F)cc1F	1.1	-9	-12	1.1	0	-5	-10	5	-7
c1cncc(-c2nc(NCC3CCCO3)c3ccccc3n2)c1 (stereo not given)	1	-4	2	0.98	-15	-6	14	-2	15
S=C(NCc1ccncc1)Nc1cc(Cl)cc(Cl)c1	2	-99	-29	1.3	-17	12	13	2	-9
COc1c(C)oc2cc(O)ccc2c1=O	0.88	12	-1	1	-1	8	14	-7	2
COc1ccc(CNC(=O)CN2C(=O)NC3(CCCc4sccc43)C2=O)cc1OC (stereo not given)	0.61	39	6	0.94	5	-59	24	-3	7
CCCCOc1ccc(S(=O)(=O)N2CCN(c3ccc(N4CCN(CC)CC4)nn3)CC2)cc1	1.1	-10	-13	1.1	-5	-7	21	9	4
CS(=O)(=O)NCCNc1ccc(C(F)(F)F)cc1[N+](=O)[O-]	0.94	6	16	0.84	-6	3	6	1	-5
CCc1ccc(C(=O)COC(=O)[C@@H](NC(N)=O)[C@@H](C)CC)cc1	1	-4	9	0.91	1	-6	15	7	12
O=C(CN(Cc1ccc(F)cc1)C(=O)CCC(=O)Nc1nccs1)NCc1ccc(F)cc1	1.1	-8	-10	1.1	11	-13	14	5	-15
CCNC(=O)NC(=O)C(C)OC(=O)c1cc(S(=O)(=O)N2CCCCCC2)ccc1OC (stereo not given)	0.96	4	-8	1.1	2	-9	13	0	33
CCN=C1S/C(=C\c2cn(C(C)=O)nc2-c2ccccc2)C(=O)N1CC	0.99	1	-11	1.1	29	-2	6	7	28
O=C(COc1cccc(-n2cnnn2)c1)Nc1ccc([N+](=O)[O-])cc1	0.92	8	15	0.85	7	-10	2	8	-18
CCOC(=O)CNC(=O)N1CCCC(CNS(=O)(=O)Cc2ccccc2)C1 (stereo not given)	1	0	21	0.79	3	-3	1	-6	-1
CCOc1ccccc1NC(=O)C(c1ccccc1)N1CCN(C(=O)c2ccco2)CC1 (stereo not given)	0.85	14	1	0.99	9	7	14	12	22
COc1cccc(N2CC(NC(=O)c3ccc4ccccc4c3)CC2=O)c1 (stereo not given)	1	-1	10	0.9	-2	-14	18	14	5
COc1ccc(CCNC(=O)C(=O)NCC2OCCN2S(=O)(=O)c2ccc(Br)cc2)cc1OC (stereo not given)	1	-4	-1	1	-1	-2	-7	6	23
CC(=O)C1=C(C)Nc2ncnn2C1c1ccccc1F (stereo not given)	1.1	-6	0	1	97*	-5	-1	-1	2
COc1cccc(OC)c1OCCCN1CCOCC1	1	0	-11	1.1	3	5	4	-3	2
Cn1c(SCC(=O)NCc2ccc3c(c2)OCO3)nc2scc(-c3cccs3)c2c1=O	1.1	-8	0	1	-7	-10	-10	16	22
Cc1cccc(N2N=C(C(=O)N3Cc4ccccc4CC3C(N)=O)CCC2=O)c1 (stereo not given)	1.1	-11	-8	1.1	7	11	9	6	4
COc1ccc(C(=O)N(CN2CCCC2=O)c2nccs2)cc1OC	0.98	2	2	0.97	6	-2	8	10	12
CC(C)c1nc2ccc(NC(=O)C3CCCCC3)cc2[nH]1	1	-3	-27	1.3	-10	-6	8	-4	2
O=C(CSc1nc2nc(-c3cccs3)cc(C(F)(F)F)c2c(=O)[nH]1)Nc1ccc(F)c(F)c1	0.84	16	-4	1	14	38	0	15	23
Cc1cc(NC(=O)CN2CCC(O)(c3cccc(F)c3)CC2)no1	0.94	6	12	0.88	-5	0	3	-9	6
O=C(O)COc1ccccc1C(Nc1cccnc1)c1cc(Cl)c2cccnc2c1O (stereo not given)	0.9	10	-38	1.4	22	31	17	14	-1
COC(=O)Cc1cc(=O)[nH]c(Nc2nc3ccccc3o2)n1	0.65	35	-83	1.8	-1	4	5	5	9
Cc1c(-c2ccccn2)c(=O)[nH]n1-c1ccc(F)cc1	1.1	-6	-8	1.1	-1	-2	-5	5	-3
Nc1nc(SCC(=O)Nc2cccnc2Cl)n[nH]1	1.1	-8	-16	1.2	7	1	1	0	4
O=C(Nc1ccc(N2CCCC2)c(Cl)c1)c1ccc([N+](=O)[O-])cc1	0.89	11	9	0.91	15	-9	1	5	-9

Results in Apaf1 inhib, tim10-1 inh and hIAP activ (5 entries from above):
mol | Apaf1 inhib | tim10-1 inh | hIAP activ
COC(=O)Cc1cc(=O)[nH]c(Nc2nc3ccccc3o2)n1 | 5 | 9 | 1.8
Cc1c(-c2ccccn2)c(=O)[nH]n1-c1ccc(F)cc1 | 5 | -3 | 1.1
Cc1cc(NC(=O)CN2CCC(O)(c3cccc(F)c3)CC2)no1 | -9 | 6 | 0.88
COc1cccc(N2CC(NC(=O)c3ccc4ccccc4c3)CC2=O)c1 (stereo not given) | 14 | 5 | 0.9
CC(=O)C1=C(C)Nc2ncnn2C1c1ccccc1F (stereo not given) | -1 | 2 | 1

Next results follow.
SMILES	mIAP act	mIAP block	hIAP block	hIAP activ	TIM10 inh	ATG4B inhibitor	NLRP3 yeast inh	Apaf1 inhib	tim10-1 inh
O=C(NC(=O)c1ccc(Cl)cc1)Nc1cc(N2CCCCC2)ncn1	0.99	1	5	0.95	9	-6	5	-1	-6
CC1CC(C)CN(C(=O)Cn2nnc(-c3ccc(Br)cc3)n2)C1 (stereo not given)	1.1	-8	3	0.97	-14	-1	6	10	-10
CCOc1ccc(/C=C/C(=O)Oc2ccc(OC)cc2)cc1	0.95	5	-10	1.1	-4	-5	13	7	-1
CCOC(=O)C1CCN(Cc2cc(=O)n3c(-c4ccccc4)csc3n2)CC1	0.95	5	-12	1.1	-3	-9	23	-7	-34
Cc1cccc(NC(=O)Cn2c(/C=C/c3ccccc3)nc3ccccc32)c1	1	-3	-10	1.1	37	-8	11	7	33
CCOc1ccccc1C(=O)NCC(=O)OCc1c(C)noc1C	1.1	-7	-8	1.1	-20	-3	8	-14	22
O=C(CC1COc2ccccc2O1)NC1CCCCC1 (stereo not given)	1	-1	-13	1.1	14	2	8	-6	11
N=C1/C(=C/c2ccc(OC(=O)c3ccco3)cc2)C(=O)N=C2SC=CN12	0.8	20	18	0.82	6	-2	-4	-14	3
Cc1ccc(-c2nnc(-n3nnc4ccccc43)c3ccccc23)cc1	0.98	2	12	0.88	6	-6	-7	22	23
COc1cccc(-c2cc(C(=O)N3CCN(C(=O)c4ccco4)CC3)[nH]n2)c1	1	-1	-19	1.2	-2	0	16	-8	-10
O=C(CSc1nnc(Cc2cccs2)n1-c1ccccc1)NCc1ccc2c(c1)OCO2	1	-2	-2	1	17	-8	16	9	29
CC(=O)c1ccc(OCCCC(=O)Nc2ccc(C)c(S(=O)(=O)N(C)C)c2)cc1	1	-2	17	0.83	12	-2	19	0	8
N#Cc1ccccc1OCCCNC1CCCC1	0.98	2	4	0.96	13	8	1	1	6
O=C(O)c1cc(-c2cccs2)nc2ccc(F)cc12	1	-2	-11	1.1	4	-2	15	-10	-9
COc1ccccc1CCNC(=O)C(=O)NCCC1CCCCN1S(=O)(=O)c1cccs1 (stereo not given)	0.95	5	3	0.97	9	-2	5	14	24
CCC(C)c1ccc(OCC(=O)NNC(=O)C2CCCCC2)cc1 (stereo not given)	1	-1	-96	2	6	4	32	-7	25
O=C(CSc1nnc(CNC(=O)c2ccc(F)cc2)o1)Nc1ccc2c(c1)OCO2	0.88	12	-13	1.1	-5	-6	19	-6	-14
COCCCNC(=O)/C(C#N)=c1\s/c(=C\c2ccccc2OC(F)F)c(=O)n1CCCOC	0.97	3	5	0.95	0	0	8	0	24
O=C(COc1ccc(Nc2ccccc2)cc1)Nc1ccncc1	0.91	9	4	0.96	8	6	11	10	10
Cc1c(NC(=O)CSc2ccc3ccccc3n2)c(=O)n(-c2ccccc2)n1C	1.1	-5	0	1	0	-2	8	-3	-14

A different layout for some results above:
mol | mIAP act | mIAP block | hIAP block | hIAP activ | TIM10 inh | ATG4B inhibitor | NLRP3 yeast inh | Apaf1 inhib | tim10-1 inh
COCCCNC(=O)/C(C#N)=c1\s/c(=C\c2ccccc2OC(F)F)c(=O)n1CCCOC | 0.97 | 3 | 5 | 0.95 | 0 | 0 | 8 | 0 | 24
O=C(COc1ccc(Nc2ccccc2)cc1)Nc1ccncc1 | 0.91 | 9 | 4 | 0.96 | 8 | 6 | 11 | 10 | 10

Next part
SMILES	mIAP act	mIAP block	hIAP block	hIAP activ	TIM10 inh	ATG4B inhibitor	NLRP3 yeast inh	Apaf1 inhib	tim10-1 inh
COc1ccc(F)cc1S(=O)(=O)Nc1cccc(C(=O)O)c1	1	-2	5	0.95	10	-7	-13	-3	-1
CCN1C(=O)C(CC(=O)Nc2ccc(OC)cc2)N(Cc2ccc3c(c2)OCO3)C1=S (stereo not given)	0.94	6	19	0.81	12	-5	1	4	8
COc1ccccc1NC(=O)c1ccc(CS(=O)(=O)c2ccc(C)cc2)cc1	0.98	2	-11	1.1	10	2	2	12	15
Cc1ccn2c(c1)nc(=O)c1cc(S(=O)(=O)N3CCOCC3)ccc12	0.99	1	3	0.97	2	7	3	3	-6
CC1Cc2ccccc2N1C(=O)CSc1nnc(-c2ccc(S(=O)(=O)N3CCOCC3)cc2)n1C (stereo not given)	1	-4	-17	1.2	9	-9	-12	6	13
O=C(CC1CS(=O)(=O)CC1CC(=O)Oc1ccccc1F)Oc1ccccc1F (stereo not given)	1	-1	3	0.97	15	-2	4	10	44*
NC(=O)CC(NC(=O)c1ccccc1)c1ccc(NC2CCC2)c([N+](=O)[O-])c1 (stereo not given)	0.92	8	0	0.99	-4	-17	24	1	-10
Cc1cc(OCC(=O)N2CCC(C(N)=O)CC2)c2c(C)c(C)c(=O)oc2c1	1	-1	-3	1	-7	-6	-3	6	-4
COc1ccc2c3c1O[C@H]1C[C@@H](O)C=C[C@@]31CCN(C)C2	0.87	13	8	0.92	0	-10	8	-17	-14
